# Pol beta inh: inhibitors of human DNA polymerase beta | P06746 | Pol beta primer extension/strand displacement, fluorescence kinetic | Potency, µM (top dose mostly 114 µM), inactives show at the highest dose activity change, negative = inhibition, hits mostly inhibitors | 340,000 tested, 1.3% active | AID 485314; further: potency means the concentration at half of the fitted maximal effect; on the % scale 0 is the no-effect control and ±100 the full control effect
#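 Curves were derived by four-parameter Hill fits of normalized qHTS data. The kinetic fluorescent primer-extension read was taken at 0 and 10 min after 50 nM substrate, following a 15 min room-temperature preincubation of 10 nM enzyme with compounds.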
# POLK inh: blocks human DNA polymerase kappa activity | purified Pol kappa, fluorescent DNA synthesis assay, 10 min | Potency, µM (doses to about 107 µM), without a hit: at the highest dose activity, negative = inhibition, usual class: inhibitors | 400,000 tested, 0.53% active | AID 588579; further: potency means the concentration at half of the fitted maximal effect; on the % scale 0 is the no-effect control and ±100 the full control effect
# Target sequence (Q9UBT6 whole entry, looked up): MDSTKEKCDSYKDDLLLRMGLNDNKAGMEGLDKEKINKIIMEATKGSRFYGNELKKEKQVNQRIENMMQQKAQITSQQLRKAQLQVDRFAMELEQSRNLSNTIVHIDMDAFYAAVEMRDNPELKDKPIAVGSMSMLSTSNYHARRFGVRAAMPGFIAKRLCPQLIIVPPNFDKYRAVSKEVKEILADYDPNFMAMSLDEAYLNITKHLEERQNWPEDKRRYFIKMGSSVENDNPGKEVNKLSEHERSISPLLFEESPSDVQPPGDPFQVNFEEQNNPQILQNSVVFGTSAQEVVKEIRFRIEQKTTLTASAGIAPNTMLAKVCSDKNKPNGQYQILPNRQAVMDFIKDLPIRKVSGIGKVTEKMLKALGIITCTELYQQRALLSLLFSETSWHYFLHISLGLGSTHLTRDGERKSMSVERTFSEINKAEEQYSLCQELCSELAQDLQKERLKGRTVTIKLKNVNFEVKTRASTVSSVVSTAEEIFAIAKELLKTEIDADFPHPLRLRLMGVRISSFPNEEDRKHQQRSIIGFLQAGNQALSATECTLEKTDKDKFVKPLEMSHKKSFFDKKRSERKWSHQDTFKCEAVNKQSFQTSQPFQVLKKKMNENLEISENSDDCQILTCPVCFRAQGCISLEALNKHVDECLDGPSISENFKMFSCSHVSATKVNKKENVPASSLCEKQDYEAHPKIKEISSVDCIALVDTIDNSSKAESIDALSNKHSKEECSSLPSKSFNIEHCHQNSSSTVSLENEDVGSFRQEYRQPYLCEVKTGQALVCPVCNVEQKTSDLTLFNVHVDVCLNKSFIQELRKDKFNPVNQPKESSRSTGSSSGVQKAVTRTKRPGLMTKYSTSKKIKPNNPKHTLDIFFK
#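 Enzyme at 10 nM met test compounds for 15 min at room temperature. Substrate addition (50 nM final) began the reaction, which was monitored by fluorescence at 0 and 10 min.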
# ALOX12 inh: ALOX12 (human) lipoxygenase inhibition; P18054; 580,000 tested, 1.1% active; Potency, µM (doses to about 108 µM), for the others: at the highest dose activity change, negative = inhibition, actives largely listed as inhibitors; purified 12hLO, xylenol orange hydroperoxide absorbance; further: potency means the concentration at half of the fitted maximal effect; on the % scale 0 is the no-effect control and ±100 the full control effect
#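 Purified human 12hLO at 150 nM in 25 mM Hepes, 0.01% Triton X-100, pH 7.0, preincubated 15 min at room temperature with compound. Reaction started with 40 uM arachidonic acid, 30 min at room temperature. Hydroperoxide measured by Fe-xylenol orange, 573/405 nm absorbance ratio.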
# Pol eta inh: DNA polymerase eta (human) inhibition. recombinant Pol eta, fluorescent DNA replication assay. Q9Y253. 390,000 tested, 1.2% active. Potency, µM (highest dose often 114 µM), for inactives: top-dose activity change, negative = inhibition, most hits filed as inhibitors; further: potency means the concentration at half of the fitted maximal effect; on the % scale 0 is the no-effect control and ±100 the full control effect
#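 Pol eta (10 nM) was preincubated with compounds for 15 min at room temperature, after which fluorescent replication substrate (50 nM final) was added to start the reaction. Fluorescence was read kinetically at 0 and 10 min.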
# Apoferritin bind: candidate novel general anesthetic via apoferritin binding; P02791; 350,000 tested, 0.074% active; Potency, µM (doses to about 77.5 µM), inactives show at the top dose activity change, negative = displacement, actives largely listed as inhibitors; AID 485281; apoferritin/1-aminoanthracene competitive binding, fluorescence; further: potency means the concentration at half of the fitted maximal effect; on the % scale 0 is the no-effect control and ±100 the full control effect; nearly all actives have a fitted effect of over 20% in size
#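 In PBS, apoferritin at 10 uM is loaded with 1-AMA from a 50% saturated solution. After 10 min of compound exposure at ambient temperature, reduced 535 nm fluorescence indicates probe displacement.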
# ERG-DNA inh: ERG Ets/DNA interaction inhibition; P11308; fluorescence polarization, His-ERG Ets domain / labelled DNA; Potency, µM (highest dose often 76.9 µM), for the others: at the highest dose FP activity, negative = inhibition, hits mostly inhibitors; 370,000 tested, 0.028% active; AID 624246; active means well fitted inhibition curve with a large enough effect in the polarisation, with a control signal flat; inconclusive means small, poorly fitted or top-dose-only effect, or effect the other way, or a change in a side signal; inactive means no such curve, though single readings can be large or run the other way; the % refers to the polarisation;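 further: polarization taken with two DNA probes labelled with fluorescein and Texas red; potency means the concentration at half of the fitted maximal effect; % of control where 0% means no effect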
#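 His-tagged ERG Ets domain (1 uM in the protein solution; 300mM KCl, 50mM Tris-HCl, 1mM EDTA, 1mM DTT, pH 7.5) received compound, then a probe mix of 5 nM fluorescein-DNA and 100nM Texas-615-DNA. Fluorescence polarization was read for both dyes.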
# RGS4 inh: inhibitors of human regulator of G protein signaling 4 | P49798 | Transcreener GDP fluorescence polarization, RGS4-accelerated GTP hydrolysis | Potency, µM (highest dose often 114 µM), for the others: at the top dose activity change, negative = inhibition, usual class: inhibitors | 390,000 tested, 0.039% active | AID 504845; further: potency means the concentration at half of the fitted maximal effect; on the % scale 0 is the no-effect control and ±100 the full control effect; nearly all actives have a fitted effect of over 75% in size; some results filed as inactive show a strong effect at the top dose
# Target sequence (P49798 whole entry, looked up): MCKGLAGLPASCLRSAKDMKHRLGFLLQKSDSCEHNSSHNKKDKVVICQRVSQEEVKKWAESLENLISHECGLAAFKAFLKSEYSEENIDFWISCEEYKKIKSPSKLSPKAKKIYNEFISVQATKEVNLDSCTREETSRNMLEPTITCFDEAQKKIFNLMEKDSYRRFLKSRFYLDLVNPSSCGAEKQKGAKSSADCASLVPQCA
#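 MLSMR compounds (23 nl, pin-transferred) preincubated 10 min at room temperature with a 500nM (2x) first reagent, then RGS4 at 900nM (2x) plus Transcreener GDP mix added; fluorescence polarization (620/688 nm) read before and after 90 min at 30 °C.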
# LDHA block: blocks human lactate dehydrogenase A; P00338; purified LDHA, NADH/diaphorase-resazurin fluorescence; active compounds read low; activity change, % (values are at about 110 or 230 µM); 480,000 tested, 0.15% active; AID 1347041; in the data active means activity change below about -30%; inconclusive means mostly about -25% to -30%;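 further: plate controls were DMSO wells for no effect and wells without enzyme for full effect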
#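 Remaining NADH was detected by diaphorase (0.133 mg/mL) converting 37 µM resazurin to fluorescent resorufin, read at 0 and 20 minutes. The preceding 5-minute room-temperature reaction used 2 nM LDHA, 0.2 mM sodium pyruvate and 0.06 mM NADH at pH 7.4.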
# APEX1 inh: APE1 (human) endonuclease inhibition; P27695; 350,000 tested, 0.35% active; Potency, µM (series often up to 65.8 µM), inactives show at the highest dose activity change, negative = inhibition, most hits filed as inhibitors; recombinant APE1, TAMRA/BHQ-2 abasic DNA cleavage fluorescence;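 further: potency means the concentration at half of the fitted maximal effect; plate controls were vehicle for no effect and reference inhibitor for full effect; nearly all actives have a fitted effect of over 55% in size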
#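 Substrate: short duplex with […] THF abasic site, 5'-TAMRA and 3'-BHQ-2, 50 nM final. APE1 at 0.75 nM, preincubated 15 min RT with compound. Fluorescence increase from first to third read measured activity.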
# An asterisk follows results filed as active; u = inconclusive; x = not tested or not shown; & = joins results of further samples; [ ] = remark or other dose. Unless noted, the call rests on the fitted dose curve; in most records, active means well fitted curve in the direction sought with a large enough effect; inconclusive means small, poorly fitted or top-dose-only effect, or another doubt; inactive means no such curve, though single readings can be large; an effect the other way counts as inactive or inconclusive. Not all compounds are listed, so the mix of outcomes need not match the whole.
# Under each structure – Pol beta inh	POLK inh	ALOX12 inh	Pol eta inh	Apoferritin bind	ERG-DNA inh	RGS4 inh	LDHA block	APEX1 inh
1	CC(C)C[C@H](NC(=O)c1[nH]cnc1C(=O)N[C@@H](C)c1ccccc1)C(=O)OC(C)(C)C
    3%	-15%	-2%	-10%	u	-3%	1%	4	u
2	O=C(N/N=C/c1cccs1)c1ccc2ccccc2c1
    -10%	-8%	0%	-11%	-23%	-5%	-19%	0	17%
3	C[C@H](NC(=O)/C(C#N)=C/c1ccc(O)c(O)c1)c1ccccc1
    5%[57.1 µM]	u	u	22µM*	x	x	x	x	u
4	O=C(COC(=O)CCC(=O)c1ccc(F)cc1)Nc1ccc(F)cc1F
    6%	-5%	3%	-5%	u	0%	0%	-11	-10%
5	Cc1cc(-c2onc3ccc(Cl)cc23)ccc1O
    4%	-11%	u	-17%	3%	12%	-23%	3	4%
6	O=C(COC(=O)c1ccccc1O)Nc1ccc(OC(F)F)cc1
    -13%	-4%	0%	-17%	-12%	13%	-12%	-2	-3%
7	C=CCOCCN(C)C1=NS(=O)(=O)c2ccccc21
    -1%	-10%	0%	3%	-4%	3%	41%	-4	0%
8	O=C(NC(c1ccccc1)c1ccccc1)C1(c2cccs2)CCOCC1
    -2%	-13%	x	-18%	2%	8%	17%	-3	-3%
9	COc1ccc(C(CNCC(=O)Nc2ccccc2F)N(C)C)cc1 (centres undefined)
    24%	14%	85%[activator]	-11%	3%	-1%	25%	-21	-3%
10	COc1ccccc1CC(=O)Nc1ccc(-c2noc(COc3ccc(Br)cc3)n2)cc1
    1%	5%	0%	u	-9%	-6%	-8%	-7	6%

# A few values from above:
# Reading of O=C(COC(=O)CCC(=O)c1ccc(F)cc1)Nc1ccc(F)cc1F under ALOX12 inh: 3%
# Reading of C[C@H](NC(=O)/C(C#N)=C/c1ccc(O)c(O)c1)c1ccccc1 under Pol eta inh: 22µM*

# 9 structures from above, ordered by molar mass, high to low:
# Under each structure – Pol beta inh	POLK inh	ALOX12 inh	Pol eta inh	Apoferritin bind	ERG-DNA inh	RGS4 inh	LDHA block	APEX1 inh
10	COc1ccccc1CC(=O)Nc1ccc(-c2noc(COc3ccc(Br)cc3)n2)cc1
    1%	5%	0%	u	-9%	-6%	-8%	-7	6%
1	CC(C)C[C@H](NC(=O)c1[nH]cnc1C(=O)N[C@@H](C)c1ccccc1)C(=O)OC(C)(C)C
    3%	-15%	-2%	-10%	u	-3%	1%	4	u
8	O=C(NC(c1ccccc1)c1ccccc1)C1(c2cccs2)CCOCC1
    -2%	-13%	x	-18%	2%	8%	17%	-3	-3%
4	O=C(COC(=O)CCC(=O)c1ccc(F)cc1)Nc1ccc(F)cc1F
    6%	-5%	3%	-5%	u	0%	0%	-11	-10%
9	COc1ccc(C(CNCC(=O)Nc2ccccc2F)N(C)C)cc1 (centres undefined)
    24%	14%	85%[activator]	-11%	3%	-1%	25%	-21	-3%
6	O=C(COC(=O)c1ccccc1O)Nc1ccc(OC(F)F)cc1
    -13%	-4%	0%	-17%	-12%	13%	-12%	-2	-3%
3	C[C@H](NC(=O)/C(C#N)=C/c1ccc(O)c(O)c1)c1ccccc1
    5%[57.1 µM]	u	u	22µM*	x	x	x	x	u
2	O=C(N/N=C/c1cccs1)c1ccc2ccccc2c1
    -10%	-8%	0%	-11%	-23%	-5%	-19%	0	17%
5	Cc1cc(-c2onc3ccc(Cl)cc23)ccc1O
    4%	-11%	u	-17%	3%	12%	-23%	3	4%

# Additional results
# Under each structure – Pol beta inh	POLK inh	ALOX12 inh	Pol eta inh	Apoferritin bind	ERG-DNA inh	RGS4 inh	LDHA block	APEX1 inh
11	Cc1ccc2nc(/C(C#N)=C/c3ccc(-c4cccc(Cl)c4)o3)[nH]c2c1
    u	50µM*	24%&0%	89µM*	-13%	3%	-24%	-1&-10	x
12	Clc1nc(-c2ccccc2)cc(-c2ccc(Br)cc2)n1
    x	-1%	22%	-12%	x	2%	-19%	4	x
13	Cc1ccc(C(=O)C(=O)c2ccc(C)c(N)c2)cc1N
    -7%	-12%	101%[activator]	-8%	4%	-13%	-22%	-3	3%
14	COc1cc(-c2nnco2)cc(OC)c1OC
    54%	-9%	10%	-23%	-1%	3%	11%	-5	1%
15	O=S(=O)(Cc1ccccc1Cl)CC(O)COc1ccccc1Cl (centres undefined)
    2%	-14%	0%	-3%	u	-6%	-8%[11.4 µM]	-2	u
16	COC(=O)Cc1c(C)nc2nc(-c3ccccc3)[nH]n2c1=O
    10%	-8%	0%	-17%	4%	3%	-14%	-3	12%
17	Cc1ccc(NC(=O)CN(C)C(=O)CN2C(=O)NC(C)(c3ccccc3)C2=O)cc1 (centres undefined)
    25%	-1%	2%	-8%	-10%	0%	-12%	-1	-6%
18	O=C(c1ccc2c(c1)N(Cc1ccc(F)cc1)C(=O)c1ccccc1S2=O)N1CCC(Cc2ccccc2)CC1 (centres undefined)
    u	-11%	-29%	-18%	-13%	-1%	-1%	2	x
19	CCOC(=O)CCNC(=O)c1ccccc1Br
    1%	2%	4%	-7%	-9%	-3%	-14%	2	-4%
20	COc1cc(/C=N/N=C2/NC(=O)C(CC(=O)O)S2)ccc1OCc1cccc(Cl)c1 (centres undefined)
    2%	-16%	-14%	-17%	-8%	8%	9%	-3	1%
21	CCOC(=O)N1CCN(C(=O)CSc2nnc(-c3cccc(Cl)c3)o2)CC1
    1%	-3%	357%[activator]	-8%	-1%	-3%	-4%	-5	2%
22	COc1ccccc1NC(=O)NC1CC(=O)N(c2ccc3c(c2)OCCO3)C1 (centres undefined)
    x	-9%	9%	2%	x	12%	-11%	-1	-9%
23	CCc1ccccc1N=C1S/C(=C/c2ccccc2OCC(=O)N2CCOCC2)C(=O)N1C
    -24%	-17%	12%	-16%	u	-3%	-13%	0	-2%
24	COc1cc(Cl)c(C)cc1NC(=O)Cn1ncc2c1-c1cc(C)ccc1OC2
    4%	-9%	u	-6%	-4%	-4%	27%	-2	x
25	COc1ccc(CCCc2nnc(SCC(=O)Nc3ccc(C)cc3C)o2)cc1
    9%	6%	-25%	-7%	28%	0%	-18%	1	x
26	Cc1ccc(C)c(N2CCN(c3ncnc4c3nc3n4CCCCC3)CC2)c1
    19%	0%	-21%	-24%	3%	10%	1%	-6	x
27	O=c1c(Cc2ccc(Cl)cc2)c(O)ccn1Cc1cccc(Cl)c1
    u	-17%	0%	-9%	0%	-7%	-7%	-4	-3%
28	CCOc1ccccc1NC(=O)CSc1nnc2[nH]c(=O)cc(C)n12
    4%	-1%[60.1 µM]	-26%	-15%	-13%	-7%	-33%	-6	x
29	CC(C)C[C@H](NC(=O)c1nc[nH]c1C(=O)NCC(=O)OC(C)(C)C)C(=O)OC(C)(C)C
    -13%	1%	9%	u	-15%	0%	-15%	5	8%
30	O=C(NCCc1ccc(C(F)(F)F)cc1)C1CC(=O)N(c2ccc3c(c2)OCCO3)C1 (centres undefined)
    x	-10%	272%[activator]	-6%	x	-4%	10%	-13	-11%
31	O=C(NC(=S)Nc1ccc(NC(=O)c2cccs2)cc1)c1ccco1
    -1%	-21%	-23%	-17%	-16%	-14%	u	-11	0%
32	Cc1ccc(S(=O)(=O)N(C)CCCC(=O)NC(C)(C)CO)cc1
    33%	-6%	1%	-6%	-2%	-7%	5%	-10	-3%
33	O=S(=O)(Nc1cccc(C(F)(F)F)c1)c1ccc(NS(=O)(=O)c2ccc3c(c2)OCCO3)cc1
    31%	-14%	u	-17%	-11%	0%	-12%	-6	x
34	Brc1c(C[n+]2ccccc2)nc2ccccn12
    5%	3%	70%[activator]	-19%	-3%	-10%	-11%	-3	1%
35	CCc1c(O)nc(SCC(=O)Nc2cc(C)on2)n(-c2ccccc2)c1=O
    45%	4%	2%	-15%	-2%	-5%	-3%	-11	-1%
36	C=CCOC(=O)C1=C[C@@H](c2ccccc2)[C@H](CCCO)[C@@H](OCC)O1
    0%	2%	4%	-19%	-5%	6%	6%	-1	2%
37	CCCCN(C)CCCNC(=O)Cn1ncc2c3ccccc3n(Cc3ccccc3)c2c1=O
    33%	-8%	u	-12%	51%[activator]	-1%	13%	-10	x
38	COc1ccc(C(=O)NC2CC(C)(C)NC(C)(C)C2)cc1OC
    9%	-3%	-3%	5%	-4%	11%	-1%	2	-3%
39	CCOC(=O)c1c(NC(=O)CSc2nc3ccccc3s2)sc(C)c1C
    25%	-16%	6%	-3%	-4%	21%	-18%	2	1%
40	Cc1ccccc1NC(=O)CSc1nnc(-c2cccs2)o1
    0%	-10%	-6%	-8%	2%	-3%	6%	-2	x
41	O=C(Cn1c(=O)[nH]n(-c2ccccc2)c1=O)N1CCCc2ccccc21
    12%	5%	-43%	-6%	-4%	-14%	-16%	-3	-2%
42	CCOC(=O)NN=C1CCC(c2ccccc2)CC1 (centres undefined)
    -9%	10%	413%[activator]	-11%	3%	11%	2%	0	10%
43	Cc1ccc(NC(=O)CSc2nc(C)c(C)c(C)n2)cc1S(=O)(=O)N1CCOCC1
    x	-15%	-7%	-9%	x	0%	-44%	-3	6%
44	CCCCN(CC)C(=O)Cn1cc2c(n1)-c1c(oc(C(=O)N3CCCC3)c1C)CC2
    -14%	-14%	-24%	-12%	-12%	-3%	12%	18	x
